Screening data deposited in PubChem BioAssay by National Center for Advancing Translational Sciences (NCATS).
BAZ2B block = qHTS Assay for Inhibitors of BAZ2B | Bromodomain adjacent to zinc finger domain protein 2B (Homo sapiens), Q9UIF8 | AlphaScreen BAZ2B-H3K14Ac peptide displacement | Potency, µM (titrated, usually from 114 µM), inactives show at the top dose activity change, negative = inhibition, usual class: inhibitors | 360,000 compounds, 4.4% hits | AID 504333, 2011; note: potency is the fitted concentration of half-maximal effect; % is set by controls: 0 for no effect and ±100 for the full control effect; nearly all actives have a fitted effect of over 60% in size
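AlphaScreen displacement of biotin-H3(5-23)K14Ac peptide (50 nM final) from BAZ2B (50 nM final) in PBS pH 7.4, 0.01% Tween-20; complex preformed 30 min RT, then compounds (top 110 uM) 30 min RT, beads 20 min dark.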
Pin1 inh = qHTS Assay to Find Inhibitors of Pin1. Potency, µM (series often up to 115 µM), inactives show at the highest dose activity, negative = inhibition, hits mostly inhibitors. 390,000 compounds, 0.009% hits. Pin1 FP peptide displacement, HiFluor488, 10 min; active = well fitted inhibition curve with a large enough effect in the polarisation, with a control signal flat, not every such curve was filed as active; inconclusive = small, poorly fitted or top-dose-only effect, or effect the other way, or a change in a side signal; inactive = no such curve, though single readings can be large or run the other way; the % refers to the polarisation; note: potency is the fitted concentration of half-maximal effect; % is set by controls: 0 for no effect and ±100 for the full control effect
Target sequence (Q13526 whole entry, looked up): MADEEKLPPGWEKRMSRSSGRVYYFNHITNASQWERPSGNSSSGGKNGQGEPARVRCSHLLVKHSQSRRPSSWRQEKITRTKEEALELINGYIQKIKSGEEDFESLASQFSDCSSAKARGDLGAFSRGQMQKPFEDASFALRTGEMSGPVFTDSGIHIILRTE
Tb PGK inh = qHTS Assay to Find Inhibitors of Phosphoglycerate Kinase | Potency, µM (series often up to 57.5 µM), for inactives: at the top dose activity change, negative = inhibition, hits mostly inhibitors | Phosphoglycerate kinase, glycosomal (Trypanosoma brucei brucei), P07378 | AID 602233, 2012 | PGK/GAPDH coupled, Kinase-Glo luminescence, 60 min | 380,000 compounds, 0.043% hits; note: potency is the fitted concentration of half-maximal effect; % is set by controls: 0 for no effect and ±100 for the full control effect; nearly all actives have a fitted effect of over 60% in size
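Luminescent ATP detection (Kinase-Glo Plus) follows a 60-minute room-temperature incubation, with wells lacking PGK as controls. Buffer: 100 mM TEA (pH 7.6), 5 mM MgCl2, 0.01% Tween-20. Coupling enzyme GAPDH (100 nM final) supplies unstable 1,3-BPG in-well.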
G9a inh = qHTS Assay for Inhibitors of Histone Lysine Methyltransferase G9a | G9a H3K9 monomethylation, AlphaScreen, 2 h | 350,000 compounds, 8.8% hits | Histone-lysine N-methyltransferase EHMT2 (Homo sapiens), Q96KQ7 | Potency, µM (series often up to 102 µM), for inactives: at the highest dose activity, negative = inhibition, usual class: inhibitors; note: potency is the fitted concentration of half-maximal effect; % is set by controls: 0 for no effect and ±100 for the full control effect; nearly all actives have a fitted effect of over 75% in size
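Step 1: enzyme (final 20 nM) with compound, 15 min RT. Step 2: substrate peptide 500 nM and SAM 20 uM, 2 h RT. Step 3: anti-H3K9me1 antibody and AlphaScreen beads, 10 min, then plate read.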
JMJD2A Tudor = qHTS Assay for Inhibitors of JMJD2A-Tudor Domain; Lysine-specific demethylase 4A (Homo sapiens), O75164; AlphaScreen JMJD2A-Tudor / H3K4me3 peptide binding; Potency, µM (series often up to 114 µM), for inactives: top-dose activity change, negative = inhibition, most hits filed as inhibitors; 390,000 compounds, 4.4% hits; AID 504339, 2011; note: potency is the fitted concentration of half-maximal effect; % is set by controls: 0 for no effect and ±100 for the full control effect; nearly all actives have a fitted effect of over 50% in size
PI4K2A block = qHTS for small molecular inhibitors of PI4K2A | 420,000 compounds, 0.13% hits | purified PI4K2A, ADP-Glo luminescence, 1 h; hits give low values | activity change, negative = inhibition, % at 76.9 µM; in the data active = activity change below about -50%; inconclusive = mostly about -30% to -49%;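 note: -100% = wells without enzyme as full effect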
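In this quantitative HTS, ADP production by PI4K2A was quantified luminescently after 1 h at ambient temperature; 100 microM adenosine served as plate-quality control.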
GLS inh = qHTS for Inhibitors of Glutaminase (GLS); AID 624170, 2012; Glutaminase kidney isoform, mitochondrial (Homo sapiens), O94925; Potency, µM (titrated, usually from 45.5 µM), without a hit: at the top dose activity change, negative = inhibition, most hits filed as inhibitors; 410,000 compounds, 0.21% hits; GLS enzymatic activity, qHTS titration; note: potency is the fitted concentration of half-maximal effect; % is set by controls: 0 for no effect and ±100 for the full control effect
Target sequence (O94925 whole entry, looked up, canonical isoform): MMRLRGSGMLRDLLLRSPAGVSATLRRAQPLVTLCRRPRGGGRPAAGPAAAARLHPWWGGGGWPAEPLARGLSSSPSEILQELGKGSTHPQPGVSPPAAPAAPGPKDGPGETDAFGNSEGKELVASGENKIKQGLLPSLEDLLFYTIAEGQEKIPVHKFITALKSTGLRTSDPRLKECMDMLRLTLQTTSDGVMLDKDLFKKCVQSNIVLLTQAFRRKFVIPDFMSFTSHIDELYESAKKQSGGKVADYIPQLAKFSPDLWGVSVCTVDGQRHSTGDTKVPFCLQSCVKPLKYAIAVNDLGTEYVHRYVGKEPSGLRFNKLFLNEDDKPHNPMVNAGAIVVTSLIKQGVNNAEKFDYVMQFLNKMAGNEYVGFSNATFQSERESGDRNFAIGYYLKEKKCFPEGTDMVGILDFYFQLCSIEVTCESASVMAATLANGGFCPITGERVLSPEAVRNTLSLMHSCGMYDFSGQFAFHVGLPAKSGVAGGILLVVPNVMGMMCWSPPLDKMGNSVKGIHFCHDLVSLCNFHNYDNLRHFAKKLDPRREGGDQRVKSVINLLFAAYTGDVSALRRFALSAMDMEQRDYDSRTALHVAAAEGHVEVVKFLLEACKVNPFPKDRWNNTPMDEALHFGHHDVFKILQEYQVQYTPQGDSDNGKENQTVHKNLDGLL
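hKGA in 45 mM KH2PO4 pH 8.2, 0.02% Tween-20 with pin-transferred compounds; 1 mM L-glutamine (stock) plus glutamate oxidase/HRP/Amplex Red coupling added. Fluorescence read initially and after 30 min at RT.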
HP1b binding inh = HTS for Inhibitors of HP1-beta Chromodomain Interactions with Methylated Histone Tails; Chromobox protein homolog 1 (Homo sapiens), P83916; AlphaScreen HP1-beta / biotin-H3K9me3 peptide binding; Potency, µM (titrated, usually from 114 µM), for the others: at the top dose activity change, negative = inhibition, hits mostly inhibitors; 390,000 compounds, 0.56% hits; AID 540317, 2011; note: potency is the fitted concentration of half-maximal effect; nearly all actives have a fitted effect of over 70% in size; inactives centre near 23
Target sequence (P83916 whole entry, looked up): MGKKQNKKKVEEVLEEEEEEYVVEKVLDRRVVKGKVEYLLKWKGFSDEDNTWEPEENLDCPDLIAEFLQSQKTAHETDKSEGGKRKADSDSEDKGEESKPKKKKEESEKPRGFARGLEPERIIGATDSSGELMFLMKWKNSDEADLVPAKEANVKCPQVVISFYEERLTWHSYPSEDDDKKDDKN
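Compound inhibition of the preformed complex between 50 nM HP1-beta and 50 nM biotinylated H3K9me3 peptide was read by AlphaScreen. Buffer was PBS pH 7.4 with 0.01% Tween-20. Incubations ran 30 min at room temperature, with 10 ug/mL donor/acceptor beads.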
POLH inh = qHTS for Inhibitors of Polymerase Eta; DNA polymerase eta (Homo sapiens), Q9Y253; recombinant Pol eta, fluorescent DNA replication assay; Potency, µM (series often up to 114 µM), for inactives: at the top dose activity change, negative = inhibition, hits mostly inhibitors; 390,000 compounds, 1.2% hits; AID 588591, 2011; note: potency is the fitted concentration of half-maximal effect; % is set by controls: 0 for no effect and ±100 for the full control effect
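Fluorescent replication assay: 50 nM final substrate added after a 15 min room-temperature compound preincubation with 10 nM enzyme. Signal taken at 0 min and again at 10 min.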
Numbers without * were called inactive; i = inactive; u = inconclusive; x = not tested or not shown; [ ] = another dose, or the depositor's remark. Unless noted, calls come from the whole dose curve; as a rule, active = well fitted curve in the direction sought with a large enough effect; inconclusive = small, poorly fitted or top-dose-only effect, or another doubt; inactive = no such curve, though single readings can be large; an effect the other way counts as inactive or inconclusive. These rows are one share of the data; rates above refer to the full screens.

| BAZ2B block | Pin1 inh | Tb PGK inh | G9a inh | JMJD2A Tudor | PI4K2A block | GLS inh | HP1b binding inh | POLH inh | molecule |
| --- | --- | --- | --- | --- | --- | --- | --- | --- | --- |
| 8% | -1% | -6% | -13% | -9% | -14 | 1% | -15% | -9% | O=C(COC(=O)/C=C/c1ccc(Cl)cc1)Nc1ccccc1 |
| -2% | 0% | 3% | -2% | 3% | 4 | 3% | 16% | -15% | CCC(=O)Nc1cc2c(cc1C(=O)CC)OCCO2 |
| 7% | 0% | -6% | 0%[59 µM] | -14% | -3 | 16% | 12% | 0% | CCOC(=O)CN(C(=O)CN1CCC(n2nnc3cc(C)ccc32)CC1)c1ccccc1 |
| 4% | -2% | -5% | 14% | -8% | -2 | 6% | 21% | -9% | CCOC(=O)Cn1c(=O)sc2ccccc21 |
| 3% | u | -2% | -8% | -1% | 2 | 0% | 11% | -1% | Cc1cccc(C(=O)OCC(=O)Nc2ccc(F)cc2)c1 |
| 12% | 8% | i | 12% | -14% | -1 | 0% | 26% | -14% | CN(CC(O)CON=C1c2ccccc2-c2ccccc21)S(=O)(=O)c1ccc(Br)cc1 (stereo not drawn) |
| 4% | -18% | i | 9%[59 µM] | -18% | -1 | 3% | 31% | 3% | CCC1=C(OC(=O)N(CC)CC)N2C(=O)OC(=NCC(=O)OC)[C@]2(C)[C@H]2C1=CC[C@H]1C(=O)N(CC(=O)OC)C(=O)[C@H]12 |
| -12% | -2% | i | -37% | 3% | 2 | -4% | 30% | -14% | O=C(Nc1nsc(-c2ccccc2)n1)c1ccncc1 |
| -28% | -1% | 0% | u | 19% | 2 | -7% | 50%[activator] | -9% | Cc1oc(-c2ccccc2Cl)nc1CS(=O)CC(=O)NCCc1ccccc1 (stereo not drawn) |
| -1% | -1% | 0% | 10µM* | -19% | -2 | -5% | 25% | -4% | O=C(CSc1nnc2sc3ccccc3n12)c1ccco1 |
| -14% | 0% | i | -4% | -9% | 10 | 14% | 0% | -9% | C=C1CCC[C@]2(C)C[C@H]3OC(=O)C(CNC(C)CCCC(C)C)[C@H]3CC12 (stereo partly drawn) |
| -3%[57.1 µM] | 0% | 0% | -5%[59 µM] | 1% | -4 | 2% | 35% | -21% | CCSc1nnc(NC(=O)Cc2ccc(OC)c(OC)c2)s1 |
| 0% | u | -4% | 4%[59 µM] | -8% | 1 | 2% | 63%[activator] | 9% | Cc1nc2c(F)c(F)c(C(F)(F)F)c(F)c2[nH]1 |
| u | -1% | -3% | -23% | -37% | -5 | -11% | -16% | -13% | COc1ccc(NC(=O)COc2ccccc2C(=O)NCC(c2ccccc2)N(C)C)cc1Cl (stereo not drawn) |
| 13% | 3% | 7% | 9%[59 µM] | -11% | 2 | 1% | 34% | -8% | O=C(O)CC1c2ccccc2S(=O)(=O)N1Cc1ccccc1 (stereo not drawn) |
| x | -1% | -4% | -8%[59 µM] | -18% | -4 | 4% | 6% | 0% | FC(F)C(F)(F)C1=CC(c2ccccc2)=NCCN1 |
| -29% | -10% | -8% | -4% | u | -5 | 7% | 4% | -10% | Cc1c(CN2CCC(CO)(Cc3ccccc3)CC2)c2ccccc2n1C |
| -1% | 2% | -10% | 3%[12.7 µM] | -12% | 3 | 7% | 36% | -3% | Cn1c(CN2CCOCC2)nc2cc(NC(=O)c3ccccc3Cl)ccc21 |
| -16% | -2% | -7% | u | -1% | 0 | -5% | 42%[activator] | -1% | O=C(Nc1cccnc1)c1cc(F)c(F)cc1Cl |
| 32%[activator] | -5% | -6% | 17%[59 µM] | -22% | -1 | 1% | 54%[activator] | -15% | O=C(Nc1ccc2[nH]c(=O)c(=O)[nH]c2c1)c1cccc(F)c1 |
| -10% | -3% | -9% | 3%[59 µM] | -14% | 2 | 16% | 28%[57 µM] | -14% | CCOc1ccc(OCC)c(NS(=O)(=O)c2ccc3[nH]c(=O)ccc3c2)c1 |
| u | 0% | x | -1% | -14% | -1 | 8% | 11% | 2% | O=C(O)c1cc(NS(=O)(=O)c2ccc3ccccc3c2)ccc1O |
| -17% | 1% | -3% | 5% | 3% | -6 | -15% | 26%[57 µM] | -17% | O=C(Nc1ncccc1Cl)c1cc2ccccc2o1 |
| 182%[activator] | 4% | -2% | 47%[59 µM] | 184%[activator] | -4 | 9% | 191% | -3% | CSc1nc(Sc2ccccc2)c2ccccc2n1 |
| -2% | -8% | i | -3%[12.7 µM] | 1% | 0 | u | 29% | 2% | CC(C)CC1N=C2c3ccccc3N=C(SCC(=O)NCCc3ccc(Cl)cc3)N2C1=O (stereo not drawn) |

The closing 7 records of the part above are carried over, then new ones follow.
| BAZ2B block | Pin1 inh | Tb PGK inh | G9a inh | JMJD2A Tudor | PI4K2A block | GLS inh | HP1b binding inh | POLH inh | molecule |
| --- | --- | --- | --- | --- | --- | --- | --- | --- | --- |
| -16% | -2% | -7% | u | -1% | 0 | -5% | 42%[activator] | -1% | O=C(Nc1cccnc1)c1cc(F)c(F)cc1Cl |
| 32%[activator] | -5% | -6% | 17%[59 µM] | -22% | -1 | 1% | 54%[activator] | -15% | O=C(Nc1ccc2[nH]c(=O)c(=O)[nH]c2c1)c1cccc(F)c1 |
| -10% | -3% | -9% | 3%[59 µM] | -14% | 2 | 16% | 28%[57 µM] | -14% | CCOc1ccc(OCC)c(NS(=O)(=O)c2ccc3[nH]c(=O)ccc3c2)c1 |
| u | 0% | x | -1% | -14% | -1 | 8% | 11% | 2% | O=C(O)c1cc(NS(=O)(=O)c2ccc3ccccc3c2)ccc1O |
| -17% | 1% | -3% | 5% | 3% | -6 | -15% | 26%[57 µM] | -17% | O=C(Nc1ncccc1Cl)c1cc2ccccc2o1 |
| 182%[activator] | 4% | -2% | 47%[59 µM] | 184%[activator] | -4 | 9% | 191% | -3% | CSc1nc(Sc2ccccc2)c2ccccc2n1 |
| -2% | -8% | i | -3%[12.7 µM] | 1% | 0 | u | 29% | 2% | CC(C)CC1N=C2c3ccccc3N=C(SCC(=O)NCCc3ccc(Cl)cc3)N2C1=O (stereo not drawn) |
| 10% | 3% | -7% | -13%[59 µM] | 1% | 6 | 9% | 31% | -4% | CCCCNC(=O)Nc1cnn(CC)c1C(N)=O |
| u | u | -3% | u | -24% | 3 | 6% | 4% | -2% | N#CC(C(=O)NC1CC1)c1nc2ccccc2nc1N1CCCC1 (stereo not drawn) |
| 4% | 8% | 0% | 6%[2.33 µM] | -11% | 1 | 12% | 17% | -20% | CC1CCCCC1NC(=O)CN1CCN(S(=O)(=O)c2ccc(Br)s2)CC1 (stereo not drawn) |
| -4% | -5% | -1% | -1% | -16% | 0 | 7% | 20% | -17% | Nc1cccc(S(=O)(=O)Nc2ccc(SC(F)F)cc2)c1 |
| -6% | -3% | -8% | -27% | -12% | 1 | 3% | -23% | -12% | COc1ccccc1CCC(=O)OCC(=O)Nc1c(Br)cc(C)cc1Br |
| -2% | -9% | i | -11%[59 µM] | -32% | 9 | 0% | 15% | -20% | CC1CC(C)CN(CCCNC(=O)c2ccc3c(c2)NC(=O)CS3)C1 (stereo not drawn) |
| 13% | -10% | -11% | u | -21% | -7 | u | 18% | -18% | Cc1ccc(N2C(=O)C3ON(c4ccccc4)C(c4ccncc4)C3C2=O)cc1 (stereo not drawn) |
| u | u | -19% | x | u | -7 | -23% | 6% | 50µM* | O=[N+]([O-])c1cc(/C=N/n2c(-c3ccncc3)n[nH]c2=S)ccc1Cl |
| 0% | -1% | -10% | -15% | -8% | 4 | 2% | 21% | u | NC(=O)c1ccsc1NC(=O)COC(=O)COc1ccccc1F |
| 6% | 0% | -26% | 13%[59 µM] | 0% | u | -1% | 29% | -10% | O=C(/C=C/c1cccs1)N1CCc2ccccc21 |
| -13% | 2% | 4% | 0% | -2% | -6 | 2% | 27% | -9% | COCC1CCCN(C(=O)c2cc(COc3cccc4cccnc34)on2)C1 (stereo not drawn) |
| 45µM* | 0% | -9% | 5% | u | 0 | -4% | 35% | -10% | Cc1cccc(C(=O)Nc2nnc(-c3ccco3)o2)c1 |
| -15% | -2% | -1% | -31% | -17% | 6 | -4% | 24% | -15% | COc1ccc(N2C(=O)c3ccccc3NC2c2ccc(OC)c(CN3CCOCC3)c2)cc1 (stereo not drawn) |
| 2% | -5% | -9% | 47% | -4% | -8 | -11% | 19% | -10% | CC(C)NC(=O)[C@H]1N2C(=O)c3ccccc3C2SC1(C)C (stereo partly drawn) |
| 0% | 2% | i | 3% | -14% | -5 | 5% | 63%[activator] | -1% | Cc1onc(-c2c(Cl)cccc2Cl)c1NC(=O)NNc1c(Cl)cncc1Cl |
| -20% | 0% | -7% | -38%[12.7 µM] | -2% | -8 | 12% | 27% | 9% | CCCN1Cc2cccc(C(=O)NCCCOC(C)C)c2C1=O |
| -7% | 21% | -6% | u | -19% | 0 | -1% | 40%[activator] | -1% | O=C(Nc1cccc(S(=O)(=O)N2CCOCC2)c1)c1cn(-c2ccccc2)nc1-c1ccccc1 |
